CCHFV vOTU inh: CCHFV vOTU protease inhibition; Pep-AMC fluorescence; actives 0.55% (n = 370,000); inhibition, % at 11.5 µM; in the data active = inhibition above about 30%; also: 0% = vehicle wells with enzyme and 100% = no enzyme wells
VHR inh abs: inhibitors of human VHR1 phosphatase (DUSP3). P51452. recombinant VHR phosphatase, pNPP absorbance. inhibition, % at 13.3 µM. actives 0.52% (n = 290,000). AID 1654; in the data active = inhibition above about 50%; also: some compounds called inactive have numbers as strong as hits
Target sequence (P51452 whole entry, looked up): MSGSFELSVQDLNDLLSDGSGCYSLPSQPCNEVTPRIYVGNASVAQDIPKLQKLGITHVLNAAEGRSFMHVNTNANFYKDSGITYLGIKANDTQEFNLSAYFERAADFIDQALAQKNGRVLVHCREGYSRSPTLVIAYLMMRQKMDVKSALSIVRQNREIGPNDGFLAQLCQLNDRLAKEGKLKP
Rv3671c protease: inhibitors of M. tuberculosis serine protease Rv3671c; P9WHR9; inhibition, % at 5.96 µM; actives 0.048% (n = 320,000); AID 2606; in the data active = inhibition above about 38%;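 also: extracellular domain of Rv3671c used as enzyme; 0% = enzyme with DMSO and 100% = no enzyme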
Target sequence (P9WHR9 whole entry, looked up, the tested form may be a part): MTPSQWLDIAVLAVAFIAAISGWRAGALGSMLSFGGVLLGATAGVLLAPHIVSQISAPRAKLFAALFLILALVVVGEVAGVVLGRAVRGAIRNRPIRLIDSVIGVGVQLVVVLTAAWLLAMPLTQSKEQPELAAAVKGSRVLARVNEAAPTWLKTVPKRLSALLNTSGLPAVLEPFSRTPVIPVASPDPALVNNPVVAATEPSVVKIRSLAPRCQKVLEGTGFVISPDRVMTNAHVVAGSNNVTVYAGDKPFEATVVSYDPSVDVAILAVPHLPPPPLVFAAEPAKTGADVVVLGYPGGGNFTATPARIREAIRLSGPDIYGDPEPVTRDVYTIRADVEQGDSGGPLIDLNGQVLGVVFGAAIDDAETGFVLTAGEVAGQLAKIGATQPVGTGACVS
Anthrax LF inh2: anthrax lethal factor protease inhibition | multiplex microsphere protease cleavage assay, LF | inhibition, % at 10 µM | actives 0.12% (n = 360,000); also: plate controls were buffer without enzyme for full effect and enzyme alone for no effect
BoNT-F LC inh: BoNT F light chain protease inhibition; Multiplex microsphere protease cleavage assay, flow cytometry; inhibition, % at 10 µM; actives 0.22% (n = 360,000); in the data active = inhibition above about 35%, passing the limit was not always enough; inconclusive = no clear call, values can overlap the other calls; also: plate controls were buffer without enzyme for full effect and enzyme alone for no effect
PrPC surface inh: reduces human prion protein on the cell surface; P04156; cell surface PrPC, TR-FRET read-out; inhibition, % at 13.8 µM; actives 0.43% (n = 370,000); in the data active = inhibition above about 24%; also: 0% = median of the test wells and 100% = reference compound wells
MazEF act: increases E. coli MazEF RNase cleavage of RNA; P0AE70; FAM/BHQ RNA-DNA oligo cleavage fluorescence, 5 h; activation, % at 20 µM; actives 0.32% (n = 350,000); in the data active = activation above about 50%
Target sequence (P0AE70 whole entry, looked up): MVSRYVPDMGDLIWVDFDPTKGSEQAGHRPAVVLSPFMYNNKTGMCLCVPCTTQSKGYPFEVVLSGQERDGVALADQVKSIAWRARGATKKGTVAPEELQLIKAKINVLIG
3CLpro inhibitor: SARS-CoV 3CLpro protease inhibition | P0C6X7 | recombinant SARS-CoV 3CLpro, quenched FRET peptide cleavage | inhibition, % at 6 µM | actives 0.14% (n = 290,000) | AID 1706; in the data active = inhibition above about 12%
BoNT-A LC inh2: inhibitors of Botulinum neurotoxin A light chain protease; multiplex microsphere protease substrate cleavage, flow cytometry; inhibition, % at 10 µM; actives 0.17% (n = 360,000); also: plate controls were buffer without enzyme for full effect and enzyme alone for no effect
PriA SSB inh: blocks PriA binding to SSB C-terminal tail. AlphaScreen SSBct-PriA binding, biotinylated peptide. inhibition, % at 33 µM. actives 0.6% (n = 430,000); in the data active = inhibition mostly above about 37%, no sharp cut-off; inactive = mostly below about 20%;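 also: plate controls were negative control peptide for no effect and reference peptide for full effect; strong numbers were not always called active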
An asterisk follows results filed as active; i = inactive; ? = inconclusive; / = no result given; & = joins results of further samples. Rule as the data show it, unless noted: active = inhibition above about 30%; inconclusive = no clear call, values can overlap the other calls; inactive = below that. Not all compounds are listed. The share of hits here may be higher or lower than overall.

The first six records, to show the layout:
SMILES	CCHFV vOTU inh	VHR inh abs	Rv3671c protease	Anthrax LF inh2	BoNT-F LC inh	PrPC surface inh	MazEF act	3CLpro inhibitor	BoNT-A LC inh2	PriA SSB inh
CCc1c(O)nc(SCC(=O)N(CC)CC)[nH]c1=O	5	27	2	-1	-2	-7	4	-7	-0.6	-12
CCN1CCN(c2ccc(S(=O)(=O)N3CCCCC3)cc2NC(=O)CCNC(C)=O)CC1	-2	/	/	/	/	-3	2	/	/	-11
Cc1cc(OC(=O)c2cccc([N+](=O)[O-])c2)c(C)cc1CN1CCOCC1	-8	4	12	9	1	-2	-5	2	2.6	-3
O=C(Nc1ccc(N2CCN(C(=O)c3ccco3)CC2)c(Cl)c1)c1cccs1	-11	16	-4	-1	1	0	-1	4	0.1	19
CCOc1ccc(NC(=O)CCSc2nc3c(c(CC)c2C#N)C(=O)CC(C)(C)C3)cc1	-5	24	-14	-3	4	8	2	1	-0.5	2&1
CCCCCC(=O)N1C[C@H](O)[C@@H](n2cc(COC(=O)c3ccccc3)nn2)C[C@@H]1c1ccccc1	-3	/	/	-5	-1	1	7	/	-0.1	/

The whole of this part, previewed entries included:
SMILES	CCHFV vOTU inh	VHR inh abs	Rv3671c protease	Anthrax LF inh2	BoNT-F LC inh	PrPC surface inh	MazEF act	3CLpro inhibitor	BoNT-A LC inh2	PriA SSB inh
CCc1c(O)nc(SCC(=O)N(CC)CC)[nH]c1=O	5	27	2	-1	-2	-7	4	-7	-0.6	-12
CCN1CCN(c2ccc(S(=O)(=O)N3CCCCC3)cc2NC(=O)CCNC(C)=O)CC1	-2	/	/	/	/	-3	2	/	/	-11
Cc1cc(OC(=O)c2cccc([N+](=O)[O-])c2)c(C)cc1CN1CCOCC1	-8	4	12	9	1	-2	-5	2	2.6	-3
O=C(Nc1ccc(N2CCN(C(=O)c3ccco3)CC2)c(Cl)c1)c1cccs1	-11	16	-4	-1	1	0	-1	4	0.1	19
CCOc1ccc(NC(=O)CCSc2nc3c(c(CC)c2C#N)C(=O)CC(C)(C)C3)cc1	-5	24	-14	-3	4	8	2	1	-0.5	2&1
CCCCCC(=O)N1C[C@H](O)[C@@H](n2cc(COC(=O)c3ccccc3)nn2)C[C@@H]1c1ccccc1	-3	/	/	-5	-1	1	7	/	-0.1	/
O=C(Cc1ccccc1)Nc1ccc(C(=O)NCc2ccccc2)cc1	10	0	-4	-2	-23	-2	6	1	0.2	-6
CS(=O)(=O)N1CCC(Oc2ccccc2C(=O)N2CCN(CC3CC3)CC2)CC1	3	19	4	4	0	2	-1	2	-0.8	-9
COc1ccc(C2C(C(=O)Nc3ccc(OC)c(OC)c3)c3ccccc3C(=O)N2C)cc1 (centres undefined)	-4	12	4	0	5	0	5	3	-0.4	-7
COc1ccc(CNC(=O)CCC2N=C3c4ccccc4N=C(SCC(=O)NCC4CCCO4)N3C2=O)cc1 (centres undefined)	8	29	-12	1	-10	-4	13	-4	-6.7	0
CC(=O)Nc1c(Nc2ccccc2)c2ccccc2oc1=O	4	21	-4	1	-4	-5	-1	1	0.4	4
COc1ccc(Oc2ccc(C(F)(F)F)cc2NC(=O)CC(CC(=O)O)c2ccccc2)cc1 (centres undefined)	5	-2	-7	-7	12	3	-9	3	-1.1	-8
NS(=O)(=O)c1ccc(CCNC(=O)COC(=O)COc2cccc(C(F)(F)F)c2)cc1	-1	/	-7	-4	-2	-5	3	/	0.0	-8
CCC(O)(CC)C(=O)N(Nc1ccc(C)cc1)c1ccc(C)cc1	-3	2	-2	2	-2	7	1	-2	3.3	-17
Cc1ccc(Nc2ccc(S(=O)(=O)N3CCOCC3)cc2[N+](=O)[O-])cc1C	0	26	10	-1	-12	-4	0	-1	-0.1	69*
O=C(COC(=O)CCC(=O)c1cccs1)NCc1ccccc1	3	20	4	0	-3	-2	6	-3	-0.5	5
CCC1CCCCN1C(=S)Nc1ccc(C(C)=O)cc1 (centres undefined)	-6	6	-15	1	-1	11	5	2	-0.1	-4
Cc1cc(NC(=O)CCN2CC(C)OC(C)C2)ccc1Br (centres undefined)	-6	12	/	13	28	6	5	4	1.6	-6
Cc1ccc(Nc2nc(N)nc(CN3CCN(Cc4ccc5c(c4)OCO5)CC3)n2)c(C)c1	-19	22	1	-6	4	-9	1	2	0.7	-4
CCOC(=O)CSCCOc1ccc(C=C2C(=O)NC(=O)NC2=O)cc1OC	13	7	-39	-3	-5	-4	-9	2	0.0	-7
CCOc1ccc(S(=O)(=O)N2CCN(c3ccccc3F)CC2)c2cccnc12	11	39	-4	2	6	1	4	6	-0.1	-3
CC1CCCCC1NC(=O)c1cc(Cl)nc2ccccc12 (centres undefined)	1	/	/	3	2	-2	-11	/	0.6	/
Cc1ccc(C2(C)NC(=O)N(CC(=O)N(c3ccccc3)C3CCS(=O)(=O)C3)C2=O)cc1 (centres undefined)	-1	/	4	-4	0	-7	3	/	0.1	-10
CCN(CC)S(=O)(=O)c1ccc(Cl)c(NC(=O)COc2ccc(OC)cc2[N+](=O)[O-])c1	2	-7	-4	-1	0	2	-2	4	0.3	-14
CCN(CC)c1nc(C)c2c(c1C#N)CC(C)(C)OC2	1	18	0	0	0	-1	-7	3	-0.2	-16

(further entries)
SMILES	CCHFV vOTU inh	VHR inh abs	Rv3671c protease	Anthrax LF inh2	BoNT-F LC inh	PrPC surface inh	MazEF act	3CLpro inhibitor	BoNT-A LC inh2	PriA SSB inh
Cc1cccc(OCCCCCN2CCOCC2)c1C	0	5	1	2	2	2	0	-2	-0.8	0
Cc1ccc(S(=O)(=O)N2CCCCC2)cc1NC(=O)c1ccccn1	3	5	-7	-5	0	-2	15	1	0.3	5
O=C(c1cccc(NS(=O)(=O)c2cccc(F)c2)c1)N1CCN(c2ccccc2)CC1	-9	4	0	-5	-6	10	-2	-2	-0.3	6
NC(c1csc(NC(=O)Nc2ccc(OC(F)(F)F)cc2)n1)C1CCCCC1 (centres undefined)	26	/	/	-6	-35	0	/	/	0.2	/
O=C(CSc1nnc2sc3ccccc3n12)N1CCN(c2ccccc2)CC1	/	17	0	-1	9	/	1	4	0.3	-10
COc1ccc2c(c1)C(c1ccccc1)=NNC(c1ccco1)=N2	-3	-1	-2	0	-17	-5	3	3	0.5	31
CCOCCCNC(=O)C(c1ccccc1)N(Cc1cccs1)C(=O)CNC(=O)c1ccccc1 (centres undefined)	-11	-17	1	-1	-13	7	-5	2	-0.6	-8
O=C(O)CSC(NC(=O)c1cccnc1)(C(F)(F)F)C(F)(F)F	-3	-13	3	-1	-1	0	7	0	-0.7	0
O=C(NC(Cc1c[nH]c2ccccc12)C(=O)O)c1cccs1 (centres undefined)	3	6	8	-1	-4	6	-1	1	-0.1	1
COc1ccccc1OCc1ccc(C(=O)N/N=C/c2ccco2)cc1	4	-23	4	-4	-5	5	2	1	-1.2	/
Cc1ccc(CN(C)CCc2ccccn2)cc1	-7	-3	1	-1	-8	0	-14	-1	0.3	5
COc1ccc(NC(=O)CSc2nnc(Cc3cccs3)n2C)cc1	-6	/	0	0	1	13	2	/	1.6	3
Cc1[nH]c2ccc(C(=O)NCCCN3CCN(C)CC3)cc2c1C	3	34	-6	-4	-1	-16	8	-4	0.0	-10
CC(=NCCN1CCCCC1)c1c(O)n(-c2ccccc2)c(=O)[nH]c1=O	-10	-4	-5	-20	?	0	0	5	1.6	2
C/C=C\C(=O)Nc1cccc(C2=NOC3(C2)C[C@@H](C(N)=O)N(C(=O)CCCCC)C3)c1 (some centres undefined)	10	22	2	6	-6	-2	4	/	0.3	10
O=C(Cc1c(C(=O)O)[nH]c2ccccc12)NCCN1CCN(c2ccccc2F)CC1	8	15	-4	0	-4	2	0	4	?	3
COc1ccc(C(=O)NC(=S)Nc2cccc3cc(O)ccc23)cc1OC	31*	18	-12	-6	-12	-3	6	4	-2.7	12
COc1cccc(CNC(C)C(=O)Nc2ccc(S(=O)(=O)N3CCCC3)cc2)c1 (centres undefined)	-5	/	4	9	-2	3	0	/	-0.6	-4
Cc1ccc(OCC(=O)NC(=S)Nc2cccc(NC(=O)c3ccc(Cl)cc3Cl)c2)cc1	-4	7	-5	1	17	6	8	1	1.0	-13
CCOc1cc(CNCc2ccncc2)cc(Br)c1OCc1ccccc1F	0	14	-6	-10	-9	10	-1	5	-0.1	-2
Nc1nnc(CC(=O)N/N=C/c2ccccc2OCc2ccc(F)cc2)s1	8	20	0	-5	-6	-4	3	2	-0.3	i
COCc1cccc(-c2csc(C(C)(NC(C)=O)c3ccccc3)n2)c1 (centres undefined)	9	/	/	-1	0	3	/	/	-0.3	/
COc1ccc(-c2cccc(C(=O)N3CCOCC3)c2)cc1	-13	1	0	9	?	-1	-2	-1	-3.0	1
O=C(NCC1CCCO1)C1CC(=O)N(c2ccc(Cl)cc2)C1 (centres undefined)	5	16	1	1	-2	7	-15	-2	-1.0	2
Cc1nn(Cc2ccccc2)c2ncccc12	-9	-11	1	-5	?	-2	-4	3	-2.4	-16

Continued:
SMILES	CCHFV vOTU inh	VHR inh abs	Rv3671c protease	Anthrax LF inh2	BoNT-F LC inh	PrPC surface inh	MazEF act	3CLpro inhibitor	BoNT-A LC inh2	PriA SSB inh
Cc1cc(C)n(C(=O)CNc2cccc(Cl)c2C)n1	11	30	-5	-1	20	2	-6	-1	-0.4	-15
Cc1cc(C)c(S(=O)(=O)N2CCN(C(=O)CCn3nc(C)c(C)c3C)CC2)c(C)c1	8	36	3	1	1	-2	-16	-2	1.2	1
COc1ccc(-c2nc(C#N)c(N3CCN(c4ccccc4)CC3)o2)cc1	5	30	9	-13	-13	6	-5	-1	-0.6	15&-5
NNC(=O)CCS(=O)(=O)c1ccc2ccccc2c1	14	13	-2	2	-7	8	10	-1	0.0	-12
O=C1CCCC/C1=C/Nc1cccc(C(F)(F)F)c1	1	-8	-7	-3	-6	1	4	4	-0.2	7
N#Cc1c2c(c(NCc3cccnc3)n3c1nc1ccccc13)CCC2	-29	-6	-4	0	20	-8	18	2	1.1	-2
COc1ccccc1NC(=O)Nc1nn(C)c2cccc(N(C)C)c12	-3	14	-3	-5	2	2	9	-2	0.8	8
O=C(c1cc(-c2ccc(O)cc2)on1)N1CCN(c2ccccc2)CC1	5	26	-9	-1	-1	1	-3	5	0.4	12
COc1ccc(OC)c(/C=N/NC(=O)CCN2CCN(C(c3ccccc3)c3ccccc3)CC2)c1	-3	-2	-5	-2	-5	-4	-6	4	-0.3	/
CCCN(CC(=O)Nc1ccc(F)c(F)c1F)C(=O)C1=COCCO1	6	/	3	1	-11	1	-1	/	-2.6	-2
COc1ccc(C2NC(=O)NC(C)=C2C(=O)OCc2ccccc2)cc1 (centres undefined)	-13	20	-1	13	?	9	4	0	-0.3	-7
Cc1cc(NC(=O)C2CC(=O)OC2c2ccccc2)no1 (centres undefined)	-1	-14	-6	0	-5	-4	1	3	-1.4	3
Cc1cccc(NC(=O)N2CCN(Cc3ccc(Cl)cc3)CC2)c1	2	20	-4	-1	-1	0	0	-1	0.1	12
CN(C)c1ccc(CN2CC=C(c3ccc(F)cc3)CC2)cc1	9	15	-11	-8	-5	-4	5	6	0.6	40
CO/N=C/c1ccc(Oc2ccc([N+](=O)[O-])cc2[N+](=O)[O-])c(OC)c1	0	-4	2	0	-1	-22	2	3	0.3	/
COc1ccccc1OCC(=O)N1CCCC(Nc2cccc(F)c2)C1 (centres undefined)	-4	27	-6	1	0	-3	5	-1	-1.7	-2
OC(c1ccc(Cl)c(Cl)c1)c1ncc(-c2ccc(C(F)(F)F)cc2)[nH]1 (centres undefined)	35*	/	/	-14	-35	9	/	/	-1.8	/
COc1cc(C(=O)Nc2cccc(C(C)=O)c2)cc(OC)c1OC	1	22	0	3	-3	14	6	-2	-0.6	-6
CC(c1cccnc1)N(C(=O)Nc1ccccc1)C1CCCCC1 (centres undefined)	4	34	4	-3	-10	2	9	-1	-0.8	-8
CC(C)Nc1nc(Nc2ccccc2Cl)c2sccc2n1	-3	/	/	-7	-4	18	/	/	-0.2	/
O=C(CSc1ccc(-c2ccccc2)nn1)NCc1ccco1	3	4	-2	-6	-4	-4	8	-1	0.4	-11
CN(C)CCCN(C(=O)c1ccc(S(=O)(=O)N2CCCCCC2)cc1)c1nc2cc3c(cc2s1)OCCO3	0	/	4	-1	1	-12	13	/	0.3	19&17
COCc1nnc(NC(=O)c2cccc(NC(=O)c3ccccc3)c2)s1	-1	11	-12	-1	3	-5	1	4	-1.2	-10

From PubChem BioAssay
